Compound activity as filed in PubChem.
NOD1 inhibition = inhibition of NOD1-driven NF-kB reporter – cell-based, luminescence, uHTS, primary screen (AID 1578) | inhibition, % at 4 µM; hits with a dose series show EC50 in µM | NOD1-driven NF-kB luciferase reporter cells, luminescence; higher % means a stronger effect | 1% of 290,000 active; in the data active = inhibition mostly above about 36%, no sharp cut-off; inactive = mostly below about 34%;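 also: HEK-293T reporter cells stimulated with the NOD1 agonist gamma-tri-DAP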
GPR35 antagonists = GPR35 antagonists blocking zaprinast-driven arrestin recruitment, primary screen, imaging, U2OS, beta-arrestin-GFP, zaprinast agonist (AID 2058); U2OS GPR35 beta-arrestin-GFP translocation imaging, zaprinast antagonism; higher % means a stronger effect; 0.052% of 290,000 active; inhibition, % at 10 µM, or IC50 in µM where a hit was titrated;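 active = inhibition of at least 50% with at least 30 cells and total cytoplasm GFP at most 10,000,000; inconclusive = under 30 cells or total GFP of 10,000,000 plus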
MgcRacGAP inhibition = MgcRacGAP GTPase-activating activity inhibitors, confirmation, biochemical, ADP Hunter fluorescence. 0.6% of 340,000 active. AID 624330. inhibition, % at 30 µM, or IC50 in µM where a hit was titrated. MgcRacGAP-stimulated Rac1 GTP hydrolysis, ADP Hunter fluorescence; higher % means a stronger effect; GST-tagged Rac1 F28L mutant substrate;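 active = first-screen hits whose inhibition reached a set limit at any dose in the follow-up dose series; inconclusive = inhibition above the set first-screen limit but never retested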;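 also: fluorescence reports GDP produced by GAP-driven GTP hydrolysis; strong numbers were not always called active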
KOR beta-arrestin-1 = kappa opioid receptor blockers – cell-based, luminescence, uHTS (AID 1778); inhibition, % at 10 µM, or IC50 in µM where a hit was titrated; 0.091% of 290,000 active; KOR beta-arrestin recruitment, luminescence, antagonist mode; higher % means a stronger effect; in the data active = inhibition above about 50%; also: strong numbers were not always called active
NTR1 ag = NTR1-driven beta-arrestin-GFP spot formation – imaging, U2OS cells, high content, primary screen (AID 493036) | P30989 | activation, % at 20 µM | 0.17% of 330,000 active | agonist mode;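 active = activation at or above 40% of the spot to cytoplasm intensity ratio, with at least 20 cells analyzed; inconclusive = wells under 20 cells, flagged as cytotoxic or low count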;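 also: 0% = DMSO without peptide and 100% = 100 nM NTR1 peptide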
Target sequence (P30989 whole entry, looked up): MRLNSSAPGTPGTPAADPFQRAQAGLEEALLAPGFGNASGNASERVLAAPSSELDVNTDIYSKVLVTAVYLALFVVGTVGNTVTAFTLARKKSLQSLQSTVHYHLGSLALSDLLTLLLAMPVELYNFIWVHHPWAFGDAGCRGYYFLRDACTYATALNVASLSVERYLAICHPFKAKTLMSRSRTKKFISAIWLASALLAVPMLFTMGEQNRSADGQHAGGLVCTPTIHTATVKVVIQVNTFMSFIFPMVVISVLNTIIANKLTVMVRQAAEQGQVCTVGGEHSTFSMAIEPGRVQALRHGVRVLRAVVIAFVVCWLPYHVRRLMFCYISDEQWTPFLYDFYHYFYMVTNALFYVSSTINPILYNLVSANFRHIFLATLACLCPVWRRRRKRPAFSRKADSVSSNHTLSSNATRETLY
GPR55 activation = GPR55 agonists via beta-arrestin recruitment, primary screen, imaging, U2OS cells, beta-arrestin-GFP redistribution (AID 1961). activation, % at 10 µM; hits with a dose series show EC50 in µM. U2OS GPR55 beta-arrestin-GFP redistribution imaging; higher % means a stronger effect. 0.048% of 290,000 active;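 active = activation above 40% with more than 50 cells counted in the well; inconclusive = wells holding fewer than 50 cells, flagged as toxic or sparse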;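 also: U2OS osteosarcoma cells stably expressing GPR55 and beta-arrestin-GFP; plate controls were DMSO negative control for no effect and LPI positive control for full effect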
GPR55 LPI antagonism = GPR55 antagonists blocking LPI-driven arrestin recruitment, primary screen, imaging, U2OS, beta-arrestin-GFP, LPI agonist (AID 2013) | U2OS GPR55 beta-arrestin-GFP translocation imaging, LPI antagonism; higher % means a stronger effect | one-dose inhibition, % at 10 µM; IC50 in µM for titrated hits | 0.13% of 290,000 active;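 active = spots per cell inhibited over 60%, with over 100 cells counted and total cytoplasm intensity under 500,000; inconclusive = wells with under 100 cells, flagged as likely toxic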;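 also: U2OS cells stably carrying GPR55 and arrestin-GFP stimulated by 5 µM LPI near EC80; imaged beta-arrestin-GFP aggregate spots per cell after agonist stimulation; plate controls were LPI-stimulated DMSO wells for no effect and DMSO wells without LPI for full effect; some results filed as inactive read as strong as hits; confirmed hits need IC50 under 10 µM and bright autofluorescent wells are also inconclusive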
K1F lysis inhibition = protection from phage-mediated lysis, alamar blue read-out – E. coli UTI89, K1F phage, bacterial capsule biogenesis inhibitors (AID 488966); E. coli UTI89 K1F phage lysis, alamar blue, 2 h; higher % means a stronger effect; inhibition, % at 100 µM, or IC50 in µM where a hit was titrated; 0.02% of 340,000 active;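 active = phage lysis inhibition, versus mean bacterial control, above a set limit; inconclusive = no clear call, values can overlap the other calls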;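 also: capsule biogenesis inhibitors block K1F phage lysis so surviving cells raise fluorescence; higher fluorescence means more inhibition of phage lysis; actives were called in the ten point dose series up to 300 µM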
KOR beta-arrestin-2 = KOR agonists, beta-arrestin recruitment, primary screen, cell-based, luminescence, uHTS (AID 1777). KOR beta-arrestin recruitment, luminescence; higher % means a stronger effect. activation, % at 10 µM; hits with a dose series show EC50 in µM. 0.02% of 280,000 active; in the data active = activation above about 50%, passing the limit was not always enough; also: a part of the inactive calls stands beside numbers as strong as those of hits
NTR1 ag cell count 20 µM = further read-out of NTR1 ag, marked with its call; cell count; measured here: cell count, cytotoxicity flag
* hit, by the source's call; ? = inconclusive; · = no result given; [ ] = dose if it differs, or a comment. Only part of the results is shown. The share of hits here may be higher or lower than overall.

SMILES | NOD1 inhibition | GPR35 antagonists | MgcRacGAP inhibition | KOR beta-arrestin-1 | NTR1 ag | NTR1 ag cell count 20 µM | GPR55 activation | GPR55 LPI antagonism | K1F lysis inhibition | KOR beta-arrestin-2
CC(=O)c1ccc(NC(=S)Nc2ccc3cn[nH]c3c2)cc1 | -42% | 10% | 26% | -24% | 0.3 | 29 | -0.6% | 2% | -3.1% | 6.2%
CCn1c(Cc2ccccc2)nnc1SCc1nc2ccccc2c(=O)[nH]1 | -22% | 4% | 16% | 16% | -1.1 | 63 | 0.5% | -6% | 0.6% | -0.1%
CCCc1c(C(=O)N/N=C/C(C)=C/c2ccco2)nnn1-c1nonc1N | -20% | 19% | 7% | -15% | 1.2 | 66 | 0.0% | 2% | 0.3% | 0.5%
CCCN=C(C)c1c(-c2ccccc2)[nH]n(-c2nc3ccccc3s2)c1=O | 7% | -12% | 15% | -27% | 7.1 | 70 | 0.3% | -1% | -0.1% | 0.3%
O=C(O)C(=O)/C(=C\c1cccc(Cl)c1)c1ccc2ccccc2n1 | -48% | 0% | 7% | -11% | -0.6 | 60 | -0.6% | -11% | 0.2% | -4.4%
O=C1Cn2c(nc3ccccc32)N1c1cccc(C(F)(F)F)c1 | -18% | -4% | -1% | · | 2.4 | 65 | -0.1% | 8% | -1.0% | ·
COc1ccccc1C(=O)NCC(=O)NC(C)CCc1ccccc1 (stereo not drawn) | -17% | -2% | 4% | 39% | 0.2 | 59 | 0.0% | -5% | -0.1% | 1.8%
C#CCOCCOCCOCCNc1nc(N2CCOCC2)nc(N2CCN(C(=O)[C@H](CCCCN)n3cc([C@@H](N)CC(C)C)nn3)CC2)n1 | -4% | -10% | 12% | 5% | -3.2 | 100 | -0.2% | 4% | 0.8% | -2.6%
COc1ccc(CC(=O)NCC(=O)N/N=C/c2cc(Br)ccc2OC)cc1 | 2% | 8% | 11% | 23% | -0.5 | 57 | -0.3% | -3% | 0.2% | 0.1%
CCCN(CCC)CCCn1c(=O)[nH]c2ccccc21 | -26% | 4% | 7% | -11% | 0.9 | 43 | -0.1% | 4% | 0.3% | 1.7%
CCOC(=O)/C(=C/c1ccccc1)NC(=O)c1ccco1 | 4% | -5% | 4% | -29% | 2.1 | 58 | -0.3% | 5% | 2.7% | -3.5%
CCOc1ccccc1NC(=O)CSc1n[nH]c(N)n1 | -25% | 1% | 6% | 1% | 0.0 | 81 | 0.0% | 2% | -0.3% | -0.9%
CN(C)N=Nc1nc2c(c(=O)n(C)c(=O)n2C)n1C | 2% | 2% | · | 21% | 0.7 | 46 | -0.1% | 1% | · | 0.0%
CCOC(=O)C1CCN(C(=O)c2c(-c3c(F)cccc3Cl)noc2C)CC1 | -15% | -9% | -7% | 0% | 1.6 | 72 | -0.1% | -6% | -0.3% | 4.7%
Cc1ccc(C(=O)NCc2cccnc2)cc1S(=O)(=O)N1CCCCCC1 | -25% | 5% | 6% | 13% | 0.6 | 76 | -0.1% | 16% | 2.2%[50 µM] | -5.1%
COc1cccc(NC(=O)Nc2nnc(-c3ccccc3SCc3ccccc3)s2)c1 | -8% | -6% | 15% | -33% | 0.8 | 69 | 0.0% | 4% | 0.3% | 5.3%
Cc1ccc(C)n1Cc1ccc(C(=O)O)cc1 | -5% | 15% | ? | 25% | 1.4 | 68 | -0.4% | 1% | 1.8% | -5.4%
O=C1CN(C(=S)NC(=O)c2ccc(-c3ccccc3)cc2)CCN1 | -39% | -4% | 12% | -9% | -0.3 | 62 | 0.2% | -14% | 0.1% | -2.9%
O=C(NCc1ccccc1Cl)c1cccc(C(F)(F)F)c1 | 5% | 1% | 5% | -39% | 1.0 | 59 | 0.6% | 2% | 2.2%[50 µM] | -2.8%
O=C(c1ccc(COc2ccccc2Cl)o1)N1N=C(C(F)F)CC1(O)C(F)F (stereo not drawn) | -8% | 23% | 11% | -26% | 1.3 | 35 | -0.3% | 16% | 2.0% | 0.1%
O=C(N/N=C\c1ccc(Sc2ccccn2)o1)c1cccc(Br)c1 | 12% | -4% | 6% | -3% | -0.2 | 89 | 0.0% | 8% | 0.1% | 2.1%
Cc1ccc(NC(=O)NC2(C(=O)NCc3ccccc3)CCCCC2)cc1 | -2% | 6% | 2% | 20% | -0.3 | 39 | 0.1% | -1% | 2.0% | -2.9%
CCN(C(=O)CCC(=O)N(CC)c1ccccc1)c1ccccc1 | -10% | -4% | 0% | -19% | -1.4 | 61 | 0.4% | -1% | -1.5% | 4.2%
CC(C)(C)C1CCc2c(sc(NC(=O)c3cccs3)c2C(=O)N2CCCCC2)C1 (stereo not drawn) | 7% | -2% | -4% | -1% | 8.2 | 55 | -0.1% | -1% | 1.6% | -1.6%
Cc1nc2nc(C)c(NS(=O)(=O)c3ccc(CC(C)C)cc3)c(=O)n2[nH]1 | 37% | -7% | 3% | -35% | -0.3 | 55 | -0.2% | -3% | 0.0% | 6.1%
Cc1nnc(N)nc1C | 1% | 5% | 9% | -9% | -0.3 | 58 | -0.1% | -5% | 1.5%[50 µM] | 5.4%
Cc1nc(NC(C)c2ccccc2)c2c3c(sc2n1)CCC3 (stereo not drawn) | 1% | -2% | 1% | 24% | 3.4 | 93 | -0.1% | 6% | 0.1% | -2.6%
CN1CCN(CCC(=O)N/N=C/c2cc([N+](=O)[O-])ccc2OC(F)F)CC1 | -38% | 5% | 3% | -26% | 0.2 | 32 | -0.5% | -1% | 5.4% | 3.4%
COCCOC(=O)/C=C1/NC(=O)CS1 | -5% | -20% | -7% | 1% | 0.6 | 62 | 0.2% | 13% | 0.8% | -5.1%
Cc1ccccc1-c1nnc(-c2ccc(Br)cc2)o1 | -54% | 10% | 5% | · | -1.7 | 80 | 0.4% | -2% | 5.8% | -4.2%
CCOc1ccc(Br)cc1S(=O)(=O)NCCN1CCCC1 | 8% | -6% | 8% | 25% | -0.3 | 89 | -0.1% | 8% | 0.0% | -2.5%
O=C1NC(=Nc2ccccc2)S/C1=C\c1cccs1 | -14% | -3% | 9% | 1% | 0.2 | 51 | -0.3% | 5% | 0.4% | 5.2%
O=C(COC(=O)C12CC3CC(CC(C3)C1)C2)N1CCN(S(=O)(=O)c2ccccc2)CC1 | 11% | -15% | 1% | -5% | 4.8 | 72 | 0.1% | 7% | 0.2% | -2.0%
COc1ccc(-c2cc3ccc(OCC(C)=O)cc3oc2=O)cc1 | -51% | -7% | 3% | -10% | -0.8 | 66 | -0.2% | -3% | 0.1% | 6.7%
COc1ccc(NC(=O)CN2CCC(n3c(C)nc4cc(F)ccc43)CC2)c(OC)c1 | 7% | 13% | 7% | 1% | 1.2 | 75 | -0.3% | 5% | 0.6% | -1.3%
O=c1c2[nH]c3cccc(Cl)c3c2ncn1CC1CCCO1 (stereo not drawn) | -6% | 11% | 14% | -1% | 0.7 | 63 | -0.1% | 3% | 1.8%[50 µM] | -1.8%
Cc1cc(Cl)ccc1OCC(=O)Nc1ccccc1CO | -31% | -7% | 11% | 43% | 5.8 | 60 | 0.0% | 6% | 1.9% | -2.2%
CCOc1ccc(CC(=O)NNC(=S)NC2CCCCC2)cc1OCC | -23% | -3% | 2% | 32% | 0.4 | 33 | 1.0% | -5% | -0.3% | 0.4%
COc1ccc(OC)c(C2CC(=O)Nc3cc(OC)c(OC)c(OC)c32)c1 (stereo not drawn) | -25% | -10% | 1% | -12% | 1.7 | 51 | -0.1% | 6% | 0.4% | -0.8%
COc1cccc(/C=N/NC(=O)c2ccc(CN3c4cccc5cccc(c45)S3(=O)=O)cc2)c1 | -6% | -7% | 7% | -18% | -0.8 | 57 | 0.5% | 1% | 1.9%[50 µM] | 4.7%
O=C(C1CCCC1)N(c1ccccc1)C1C=CS(=O)(=O)C1 (stereo not drawn) | -4% | 1% | 7% | 15% | -0.6 | 56 | -0.1% | 7% | -0.1% | 0.6%
CC(=O)c1ccc(C)cc1OC(=O)c1cccc(F)c1 | -18% | -1% | 3% | 11% | 0.0 | 54 | 0.2% | 12% | -0.4% | -1.1%
Cc1ccccc1NC(=O)c1c(C)[nH]c(=S)c(C#N)c1-c1ccco1 | -4% | -14% | 0% | 36% | 2.3 | 74 | 0.5% | 22% | 0.0% | -3.5%
COc1ccc(C(=O)SC2=NCCS2)cc1OC | -14% | -6% | 13% | -10% | 1.2 | 71 | -0.2% | 14% | 0.2% | -0.2%
COCCSc1nnc(NC(=O)c2ccc(OC)c([N+](=O)[O-])c2)s1 | 20% | 3% | 3% | -18% | 0.7 | 41 | -0.2% | -19% | 0.9% | 19%
CCC(CC)C(=O)c1c[nH]c(C(=O)NCc2ccncc2)c1 | -19% | 6% | -1% | 24% | 1.8 | 52 | -0.3% | 3% | 0.3% | -4.0%
Cc1ccc(-c2nnc(SCC(=O)n3c4c(c5ccccc53)CCCC4)o2)cc1 | -82% | 2% | · | -29% | 0.2 | 85 | -0.1% | 7% | · | 0.7%
CC1(C)Cc2ccccc2-c2nnc(-c3ccccn3)n21 | 5% | -12% | 8% | -2% | 0.0 | 74 | -0.2% | 0% | 5.1% | 13%
O=C(Nc1ccccc1)C1=C[C@H](c2ccc3c(c2)OCO3)C[C@H](OCCCCO)O1 | -29% | 8% | 1% | 9% | -2.4 | 85 | 0.2% | 12% | 2.5% | -5.0%
O=C(Cn1c(=O)oc2ccccc21)N1CCN(c2ccc(N3CCOCC3)nn2)CC1 | -12% | 11% | 11% | -13% | 0.4 | 98 | -0.1% | 5% | 0.4% | -7.1%
O=C(CCc1ccncc1)NC1CCCc2c1cnn2-c1ccc(F)cc1F (stereo not drawn) | 14% | -6% | 8% | -8% | 0.2 | 67 | -0.1% | -11% | 0.7% | -6.0%
Cc1nc2ncnn2c(C)c1CCC(=O)O | -18% | 4% | 5% | 7% | 2.9 | 65 | 0.0% | 10% | 2.8% | -0.6%
CCOC(=O)CC1C(=O)NCCN1Cc1cccc(OC)c1 (stereo not drawn) | 18% | 4% | -2% | -25% | -1.8 | 66 | -0.1% | 3% | -0.6% | 1.4%
